SR-BI DiI-HDL act: enhances SR-BI lipid uptake from DiI-HDL. CHO ldlA[mSR-BI] cells, DiI-HDL uptake fluorescence, 3 h; 100 = double the neutral-control signal. activation, % at 12.5 µM. 0.096% of 320,000 active. AID 504775;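 active means mean replicate activation of at least 60% and every replicate at or above 60%; inconclusive means mean or all-replicate condition met, but not both; inactive means mean below 60% and not all replicates reaching 60%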;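 further: 0% = median plate neutral-control signal and 100% = twice that signal; values of inactives mirror those of a sister screen read the other way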
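Material – SR-BI-overexpressing, LDLR-lacking CHO cells · Medium – BSA-supplemented, HEPES-buffered Ham's F12, pH 7.4 · Doses – single concentration · Times – compound with DiI-HDL co-incubation, 3 h at 37 °C · Measured by – bottom-read fluorescence, 550/595 nm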
MITF act: MITF TRPM1 promoter activation in melanoma cells | SK-MEL-5 TRPM1-promoter luciferase, 24 h; % of positive control, neutral wells = 0 | AID 588334 | activation, % at 12.5 µM | 0.75% of 300,000 active;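 active means mean activation of at least 80% with every replicate also reaching 80%; inconclusive means mean reaches 80% but some replicate falls short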;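 further: 0% = neutral control wells and 100% = parthenolide positive control wells; values of inactives mirror those of a sister screen read the other way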
E coli growth: bacterial growth inhibition, counter-screen for AddAB inhibitors; inhibition, % at 11.9 µM; E. coli V3065 growth, OD600 absorbance, 18 h; 0.27% of 330,000 active;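 active means inhibition above the campaign's mean inhibition across all tested compounds plus 3 SD, cut at about 9.9% in these data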;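 further: uninfected addAB+ strain grown without phage in ampicillin broth; 0% = DMSO wells and 100% = ciprofloxacin 0.95 µg/ml wells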
Tat transport: inhibitors of E. coli Tat protein transport | E. coli MC4100 TorA-mCherry Tat export, fluorescence | inhibition, % at 10 µM | 0.036% of 340,000 active | AID 488895;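 active means mean replicate inhibition at least 50% and at least half of replicates individually reaching 50%; inconclusive means only one of the two criteria met; inactive means neither criterion met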;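 further: exported cargo escapes ClpAP degradation while cytoplasmic cargo is degraded and loses fluorescence; 0% = median of neutral control wells and 100% = median of NaSCN control wells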
phage Ecoli inh: E. coli growth loss with phage present; growth absorbance; inhibition, % at 11.9 µM; 0.26% of 360,000 active; AID 651602; in the data active means inhibition above about 11%
CAL PDZ FP-1: CAL PDZ (human) peptide binding inhibition | Q9HD26 | 0.92% of 300,000 active | purified CAL PDZ, TMR-peptide fluorescence polarization, 1 h | inhibition, % at 24.9 µM | AID 602252;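 active means mean inhibition of at least 30% with at least half of replicates also reaching 30%; inconclusive means no clear call, values can overlap the other calls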;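 further: 0% = DMSO neutral control and 100% = excess unlabeled competitor peptide PRC23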
AddAB inh: less growth of phage-infected E. coli with AddAB; E. coli expressing H. pylori AddAB, absorbance growth; inhibition, % at 11.9 µM; 0.29% of 330,000 active; in the data active means inhibition above about 12%;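 further: 0% = vehicle wells of infected cells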
CAL PDZ FP-2: human CAL PDZ-peptide interaction inhibition; Q9HD26; purified CAL PDZ, TMR-peptide fluorescence polarization, 1 h; inhibition, % at 20 µM; 0.02% of 330,000 active; AID 504414;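 active means highest replicate inhibition of at least 40%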;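 further: plate controls were DMSO neutral control wells for no effect and unlabeled competitor peptide control wells for full effect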
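material = purified tagged CAL PDZ domain construct (CerCALP) | compound dosing = 20 µM, one dose | times = 1 h at RT | measured by = fluorescence polarization from S- and P-plane intensities, G-factor corrected | read-out = inhibition from polarization loss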
Wnt act: Wnt/beta-catenin pathway activation; Wnt/beta-catenin reporter cell assay, activator, plate reader; activation, % at 9.35 µM; 1.2% of 300,000 active; in the data active means activation above about 30%, passing the limit was not always enough; inconclusive means no clear call, values can overlap the other calls;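 further: 0% = neutral control wells and 100% = positive control wells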
SR-BI HDL uptake: mouse SR-BI HDL lipid transfer inhibition; Q61009; ldlA[mSR-BI] CHO cells, DiI-HDL uptake fluorescence, 3 h; inhibition, % at 12.5 µM; 0.96% of 320,000 active;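 active means mean replicate inhibition of at least 70% and a set share of replicates each scoring 70 or more; inconclusive means meets just one of the two criteria; inactive means fails both criteria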;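 further: 0% = median of neutral control wells and 100% = median of positive control wells; values of inactives mirror those of a sister screen read the other way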
Target sequence (Q61009 whole entry, looked up): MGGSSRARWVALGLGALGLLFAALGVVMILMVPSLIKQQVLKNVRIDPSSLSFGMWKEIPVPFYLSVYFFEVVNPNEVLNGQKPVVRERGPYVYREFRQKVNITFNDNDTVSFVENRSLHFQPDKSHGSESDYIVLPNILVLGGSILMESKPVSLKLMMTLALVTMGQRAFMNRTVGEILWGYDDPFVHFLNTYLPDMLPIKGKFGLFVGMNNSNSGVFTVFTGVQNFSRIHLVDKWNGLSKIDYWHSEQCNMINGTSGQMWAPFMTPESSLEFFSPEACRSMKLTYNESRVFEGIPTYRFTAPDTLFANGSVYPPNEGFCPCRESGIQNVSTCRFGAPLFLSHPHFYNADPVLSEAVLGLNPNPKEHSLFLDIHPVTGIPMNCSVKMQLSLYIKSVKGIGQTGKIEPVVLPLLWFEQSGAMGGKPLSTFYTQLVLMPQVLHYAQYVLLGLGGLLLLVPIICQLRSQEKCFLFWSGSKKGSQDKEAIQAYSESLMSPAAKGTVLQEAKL
* = called active by the depositor; ? = inconclusive; nt = no result given; & = joins results of further samples.

# | SMILES | SR-BI DiI-HDL act | MITF act | E coli growth | Tat transport | phage Ecoli inh | CAL PDZ FP-1 | AddAB inh | CAL PDZ FP-2 | Wnt act | SR-BI HDL uptake
1 | CCn1nc(C(=O)OCC(=O)NCCN2C(=O)CSC2=O)c2ccccc2c1=O | -4 | 2 | -1.0 | 11 | 1.6 | -4 | -0.4 | -1.4 | nt | 4
2 | COc1ccc(CNC(=O)c2cc3c(=O)n4ccccc4nc3n(Cc3cccnc3)c2=N)cc1 | -23&10 | -6 | -0.2 | 7&-6 | 0.5 | 0 | 2.8 | nt | -4&25 | 23&-10
3 | CN(C)CCNS(=O)(=O)c1ccc(Cl)cc1 | 8 | -13 | -0.1 | -6 | 2.5 | 2 | 2.7 | -1.4 | 1 | -8
4 | COc1ccc([C@H]2CC(=O)C=C(c3ccc(O)cc3)C2)cc1OC | -21 | 7 | -3.7 | -2 | 3.2 | -1 | 0.9 | -2.6 | 4 | 21
5 | COC(=O)c1ccc(C2C(C(=O)OCC(C)C)=C(C)N=C3SCCC(=O)N32)cc1 (centres undefined) | 0 | -1 | -1.2 | -10 | 0.3 | nt | 3.3 | 0.1 | nt | 0
6 | CCn1c(NCCO)nc2c(c1=O)C(C)(CC)Cc1ccccc1-2 (centres undefined) | -18 | 1 | -1.6 | 3 | 2.9 | -2 | -0.4 | -0.2 | 0 | 18
7 | CCN(CC)Cc1nc2c(c(=O)[nH]1)C1(CCCCC1)Cc1ccccc1-2 | -2 | -8 | -1.9 | 3 | 0.3 | -5 | -3.5 | -1.5 | 0 | 2
8 | CN(CC(=O)Nc1ccccc1C(F)(F)F)C(=O)CSc1nnnn1C | -3 | 6 | 1.8 | 0 | 3.9 | -5 | 0.8 | -0.5 | 0 | 3
9 | O=C(O)c1cccc(S(=O)(=O)N2CCc3ccccc3C2)c1 | 0 | 4 | -0.2 | 0 | 2.2 | nt | -1.1 | 0.0 | 0 | 0
10 | COc1ccccc1CNC(=O)CCS(=O)(=O)c1cccc2nonc12 | -4 | -10 | 0.7 | -7 | 1.8 | -1 | 3.6 | -0.5 | 0 | 4
11 | Cc1ccccc1Nc1cccc2nonc12 | -3 | 3 | -0.1 | 3 | -0.2 | -4 | 4.8 | -0.7 | -3 | 3
12 | COc1ccc(OCC(=O)Nc2cccc(S(=O)(=O)N(C)c3ccccc3)c2)c([N+](=O)[O-])c1 | 11 | 12 | -1.4 | 1 | -0.8 | 0 | 0.4 | -1.9 | -1 | -11
13 | CN(CC(=O)Nc1cccc(F)c1)CC(=O)Nc1ccc(Cl)cc1[N+](=O)[O-] | 7 | -2 | -1.9 | -6 | 1.4 | -5 | -0.9 | 8.0 | -1 | -7
14 | Oc1ccc2ccccc2c1C=Nc1ccccc1-c1nc2ccccc2[nH]1 | -51 | 19 | 0.1 | 3 | 4.0 | -3 | 2.2 | nt | nt | 51
15 | N/C(Cc1cccc2ccccc12)=N\OC(=O)Cc1cccs1 | 23 | -4 | 0.9 | 7 | -0.1 | -4 | 2.6 | -0.8 | nt | -23
16 | O=C(NCCN1CCOCC1)c1ccc2c(c1)N(Cc1ccccc1F)C(=O)c1ccccc1S2 | nt | -6 | -0.3 | -2 | 1.4 | -6 | -1.1 | -3.7 | 1 | nt
17 | CCC(C)N(C(=O)Cn1nc(C)c([N+](=O)[O-])c1C)C1CCS(=O)(=O)C1 (centres undefined) | 8 | 2 | -1.1 | -6 | -0.5 | 2 | -0.7 | -2.2 | 0 | -8
18 | CCN(C(=O)c1cc2cc(OC)ccc2oc1=O)c1cccc(C)c1 | -12 | -11 | 1.4 | 18 | 1.1 | nt | 2.2 | 0.5 | nt | 12
19 | COc1ccccc1CNC(=O)C1CCC(CNC(=O)[C@@H]2Cc3ccccc3CN2)CC1 (some centres undefined) | -77 | -18 | 0.9 | -5 | 0.2 | 22 | 2.4 | 0.1 | -1 | 77*
20 | CC(NC(=O)Nc1cccc(Cl)c1)C(c1cccs1)N1CCCC1 (centres undefined) | -10 | 3 | 0.0 | -3 | 2.6 | -8 | 1.5 | -1.0 | ? | 10

Entries above shown as hits in SR-BI HDL uptake:
# | structure | SR-BI DiI-HDL act | MITF act | Tat transport | phage Ecoli inh | CAL PDZ FP-1 | AddAB inh | CAL PDZ FP-2 | Wnt act | SR-BI HDL uptake
19 | COc1ccccc1CNC(=O)C1CCC(CNC(=O)[C@@H]2Cc3ccccc3CN2)CC1 (some centres undefined) | -77 | -18 | -5 | 0.2 | 22 | 2.4 | 0.1 | -1 | 77*

Remaining list, next part
# | SMILES | SR-BI DiI-HDL act | MITF act | E coli growth | Tat transport | phage Ecoli inh | CAL PDZ FP-1 | AddAB inh | CAL PDZ FP-2 | Wnt act | SR-BI HDL uptake
21 | CCOc1ncccc1C(=O)OCC(=O)NCCc1ccc(OC)cc1 | -5 | 2 | 2.0 | 4 | 1.1 | -5 | -0.5 | nt | nt | 5
22 | C=CCN(C(=O)CNC(=O)c1ccco1)C(C(=O)NC1CCCCC1)c1cccnc1 (centres undefined) | 12 | 15 | -1.9 | 8 | -2.2 | 1 | 1.4 | -1.5 | 0 | -12
23 | CCOC(=O)c1ccccc1NC(=O)COC(=O)CCC(=O)c1ccc(C)cc1 | 1 | 5 | -0.1 | 9 | 2.4 | -1 | 1.4 | -2.9 | -2 | -1
24 | CC1(C)CC(=O)C2=C(C1)OC(N)=C(C#N)C2c1ccccc1 (centres undefined) | 3 | nt | -1.6 | -10 | 1.3 | -9 | 1.0 | -0.4 | -8 | -3
25 | O=C(NC1CCCC1)C1CCCN(S(=O)(=O)c2cnc[nH]2)C1 (centres undefined) | 16 | -9 | -0.1 | 5 | 2.0 | 0 | 2.6 | -1.5 | -3 | -16
26 | Nc1ccc(S(=O)(=O)NCC(=O)OC2CCOC2=O)cc1[N+](=O)[O-] (centres undefined) | 26 | -1 | 0.7 | -3 | 3.5 | -4 | 0.6 | -0.1 | 8 | -26
27 | CC(=O)N1CCN(C(=O)CCc2nc3sc4c(c3c(=O)[nH]2)CCCC4)CC1 | 8 | 4 | -1.3 | -12 | 1.6 | 1 | -2.2 | -0.4 | 0 | -8
28 | Cc1cccc(C(=O)NC(=S)NNC(=O)c2ccc(Cl)cc2)c1 | -10 | 1 | 2.1 | -11 | 3.8 | -2 | 1.1 | -0.2 | 5 | 10
29 | CCN(CC)c1ccc(NC(=O)COc2ccc(C#N)cc2)cc1S(=O)(=O)Nc1ccc(OC)cc1 | -33 | -13 | -1.2 | -10 | 0.7 | nt | 4.0 | -1.6 | -5 | 33
30 | Cc1ccc(OC(=O)C(F)(F)F)c2c1NCCC2 | 0 | -15 | -2.5 | 1 | -2.1 | 0 | 0.9 | -2.2 | 0 | 0
31 | O=C(Cc1ccc(F)cc1)Nc1cccc(-c2cn3c(n2)SCC3)c1 | -17 | -3 | 1.8 | 2 | 2.6 | 3 | 7.6 | -1.5 | 2 | 17
32 | CCn1c(/C=C/c2ccc(O)c(O)c2)nc2ccccc2c1=O | -35 | -13 | nt | 11 | 0.7 | nt | nt | 0.5 | 3 | 35
33 | CCOc1ccccc1NC(=O)C1CCCN(S(=O)(=O)c2cccc3nsnc23)C1 (centres undefined) | -61 | -9 | 1.6 | -5 | 4.8 | 0 | 0.9 | -2.7 | nt | 61
34 | COc1ccc(N(CC(=O)NCCSc2ccccn2)S(C)(=O)=O)cc1Cl | 11 | nt | -1.5 | 5 | 3.8 | -2 | 2.1 | -2.2 | -2 | -11
35 | COC(=O)c1ccc(CN(C(=O)N2CCN(C)CC2)S(=O)(=O)c2ccc(C)cc2)cc1 | 10 | -7 | 3.1 | -8 | 0.5 | nt | 0.5 | 0.8 | 0 | -10
36 | COc1ccc2[nH]c(C)c(CCN(Cc3cccs3)C(=S)Nc3ccc(F)cc3)c2c1 | -35 | -8 | 1.0 | 3 | nt | nt | 0.5 | 0.7 | nt | 35
37 | CCOc1cc(C(c2c(C)[nH][nH]c2=O)c2c(C)[nH][nH]c2=O)cc(Br)c1OC | -58 | 7 | 1.2 | 1 | -0.1 | -1 | -2.0 | -0.5 | 3 | 58
38 | O=C(c1ccccc1)C1CCN(C(=O)c2c(F)cccc2F)CC1 | 17 | -3 | -0.2 | -5 | 1.7 | -2 | 2.8 | -1.5 | 0 | -17
39 | Cc1nc2ccc(NC(=O)c3ccc(C)c(S(=O)(=O)N4CCOCC4)c3)cc2s1 | -62 | 15 | -2.1 | -12 | -0.6 | -2 | 0.1 | -4.6 | 4 | 62
40 | CCOC(=O)CNC(=O)c1nn(-c2cccc(OC)c2)c(=O)c2ccccc12 | -10 | 0 | 0.2 | 1 | 0.8 | -3 | 1.7 | 0.1 | nt | 10
41 | CCN1C(=O)[C@H]2[C@H]3CN=C(SCc4ccc(OC)cc4)N3[C@@](CC)(C(=O)OC)[C@H]2C1=O | 3 | 2 | 0.2 | 5 | 1.2 | 6 | -2.2 | -0.3 | -1 | -3
42 | COc1ccc(N2CCN(C(=O)c3ccc(CS(=O)Cc4ccc(C)cc4)o3)CC2)cc1 (centres undefined) | nt | -5 | -2.0 | 16 | -0.1 | -4 | 4.5 | -2.6 | -1 | 17
43 | Cc1ccccc1C1N(c2nccs2)C(=O)C2CCCN21 (centres undefined) | 3 | 8 | 0.3 | -6 | 1.4 | -1 | 0.7 | -2.9 | 1 | -3
44 | Cc1ccc(S(=O)(=O)N2CCOCC2)cc1NC(=O)c1cc([N+](=O)[O-])ccc1N1CCOCC1 | 14 | -6 | -1.1 | 7 | -0.4 | -3 | 1.4 | -2.0 | -1 | -14
45 | COC(=O)c1[nH]c2ccc(C)cc2c1NS(=O)(=O)c1ccc(F)cc1 | -13 | -14 | 0.0 | 0 | 0.5 | 0 | 1.7 | -0.3 | -5 | 13
46 | CCCCNC(=S)NCc1ccc2c(c1)cc(C)n2C | 14 | nt | -2.2 | -1 | 1.1 | -3 | 0.3 | 0.5 | -1 | -14
47 | COc1ccc(C(=O)OCC(=O)NCc2ccccc2)c(OC)c1OC | -15 | 5 | -1.4 | 7 | 2.2 | -3 | -1.0 | -2.1 | 1 | 15
48 | COc1ccc(-n2c(SCC(=O)C(C)(C)C)nc3c(sc(=S)n3-c3ccccc3)c2=O)c(OC)c1 | -17 | -10 | -1.7 | 4 | 2.6 | -8 | 0.3 | -3.0 | -1 | 17
49 | CSc1ccc(NC(=O)NCCCN2CCC(Cc3ccccc3)CC2)cc1 | 18 | 1 | -3.0 | -1 | -2.0 | -3 | -1.8 | 0.2 | -1 | -18
50 | CCOC(=O)Cc1cc(C)[nH]c1C(=O)OCC | -8 | -3 | 1.5 | 4 | 2.7 | nt | 3.5 | 0.7 | -1 | 8
51 | CCOC(=O)CSc1nnc(-c2cc(OC)c(OC)c(OC)c2)o1 | 9 | -9 | -3.9 | -6 | 0.3 | nt | 0.2 | -2.8 | 0 | -9
52 | C=C(C)CCC(C)N1CCC(n2nccc2NC(=O)CCCc2ccccc2)CC1 (centres undefined) | 12 | 0 | -1.3 | 6 | 4.6 | 42* | 2.9 | 1.0 | -1 | -12

Screening data (PubChem)
